KCNK9 block = KCNK9 potassium channel inhibitors, primary screen, HEK293 cells, thallium flux; Potassium channel subfamily K member 9 (Homo sapiens), Q9NPC2; FluxOR thallium flux fluorescence; active compounds read low; B-score at 10 µM; 1.2% of 310,000 active;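 active means ratio B-score over 3 SD below the library mean, with starting fluorescence within 5 SD of its mean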;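 further: negative B-score means less thallium flux so channel inhibition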
RGS4 block = RGS4 inhibitors, primary screen, cell-based, HEK293 M3R inducible RGS4, calcium flux. Fluo-4 calcium flux; active compounds read high; triggered by carbachol at its EC20. AID 463165, 2010. B-score at 10 µM. 0.45% of 310,000 active;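 active means B-score, a plate-corrected calcium signal, over three deviations above library mean, with baseline fluorescence within five deviations of library mean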;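 further: RGS4 expression induced by doxycycline in cells with stable M3 receptor; B-score is computed from the integrated fluorescence ratio over baseline after carbachol; higher B-score means a larger calcium signal and so more RGS4 inhibition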
MrgX1 allo act = positive allosteric modulators of MrgX1, primary screen, HEK293 cells, Fluo-4 calcium flux; Mas-related G-protein coupled receptor member X1 (Homo sapiens), Q96LB2; FDSS; active compounds read high; B-score at 10 µM; 0.63% of 310,000 active; AID 588675, 2011;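 active means plate-corrected calcium response at least 3 library SD above typical, normal starting fluorescence, not activating the receptor alone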;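 further: compound read alongside a low EC10 to EC30 dose of BAM8-22 agonist; peak minus trough fluorescence over baseline measured at the second addition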
Target sequence (Q96LB2 whole entry, looked up): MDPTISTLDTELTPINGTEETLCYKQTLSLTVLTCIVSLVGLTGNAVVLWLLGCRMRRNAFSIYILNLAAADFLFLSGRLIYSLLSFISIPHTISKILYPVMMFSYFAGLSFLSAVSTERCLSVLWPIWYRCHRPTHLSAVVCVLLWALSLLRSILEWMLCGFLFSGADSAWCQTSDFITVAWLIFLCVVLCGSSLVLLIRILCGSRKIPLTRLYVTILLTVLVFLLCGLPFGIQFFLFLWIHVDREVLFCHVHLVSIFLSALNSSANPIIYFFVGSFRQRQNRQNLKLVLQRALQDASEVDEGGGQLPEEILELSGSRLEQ
KCNK3 inh = human KCNK3 channel inhibitors, primary screen, CHO cells, FluxOR thallium flux, B-score. 0.84% of 340,000 active. FluxOR fluorescence; active compounds read low. Potassium channel subfamily K member 3 (Homo sapiens), O14649. B-score at 10 µM;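 active means B-score under library mean minus 4 SD, starting fluorescence ratio at most library mean plus 5 SD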;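 further: more negative B-score means stronger inhibition of thallium flux through KCNK3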
KCNQ1 act = potentiators or activators of KCNQ1 channel, primary screen, cell-based, thallium flux, high-throughput. 0.35% of 310,000 active. B-score at 10 µM. CHO-K1 KCNQ1, thallium flux FluxOR fluorescence; active compounds read high;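 active means fluorescence ratio B-score, a plate-corrected score, at least three library SD, with initial intensity B-score within 5 SD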
Target sequence (P51787 whole entry, looked up): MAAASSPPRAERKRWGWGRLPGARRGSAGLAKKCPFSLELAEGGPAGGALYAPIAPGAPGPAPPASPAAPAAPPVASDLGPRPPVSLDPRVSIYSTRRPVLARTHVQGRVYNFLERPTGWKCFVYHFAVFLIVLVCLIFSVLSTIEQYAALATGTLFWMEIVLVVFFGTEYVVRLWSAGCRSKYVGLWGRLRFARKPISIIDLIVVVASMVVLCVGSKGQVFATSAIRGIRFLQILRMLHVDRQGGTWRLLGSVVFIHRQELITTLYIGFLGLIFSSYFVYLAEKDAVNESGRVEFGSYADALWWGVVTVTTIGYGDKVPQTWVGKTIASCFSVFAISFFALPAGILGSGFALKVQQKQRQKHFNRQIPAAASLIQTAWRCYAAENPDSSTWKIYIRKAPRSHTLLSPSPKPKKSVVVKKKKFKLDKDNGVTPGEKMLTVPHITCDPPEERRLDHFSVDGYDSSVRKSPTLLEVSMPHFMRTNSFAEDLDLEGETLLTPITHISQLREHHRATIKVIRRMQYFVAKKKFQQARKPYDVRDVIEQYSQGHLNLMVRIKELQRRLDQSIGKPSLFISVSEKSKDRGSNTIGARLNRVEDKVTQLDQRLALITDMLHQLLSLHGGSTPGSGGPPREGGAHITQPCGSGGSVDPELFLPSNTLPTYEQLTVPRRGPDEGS
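Assay system: stable KCNQ1 CHO-K1 line; medium: assay buffer, equal DMSO in all wells; timing: 90 min dye loading and 20 min compound exposure, both at room temperature; technique: kinetic FluxOR thallium fluorescence, 10-s 1-Hz baseline, 110-s post-stimulus read; read-out basis: B score of baseline-normalized fluorescence ratio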
ANO1 activ = TMEM16A chloride channel activators or potentiators, primary screen, cell-based, HTS; Anoctamin-1 (Mus musculus), Q8BHY3; 0.3% of 340,000 active; HEK293 TMEM16A/YFP-H148Q/I152L, iodide quench fluorescence; active compounds read low; B-score at 10 µM;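 active means fluorescence-ratio B-score plate-corrected deviation score at least 3 library SD below zero, with starting fluorescence score within 5 deviations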;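 further: channel opened by trigger with iodide after compound preincubation; score built on the fluorescence ratio of max minus min over baseline; more negative score means more quench and so TMEM16A activation or potentiation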
hERG rescue = hERG rescue from dofetilide block, primary screen, cell-based, CHO-hERG, FluxOR thallium flux, dofetilide IC70; Voltage-gated inwardly rectifying potassium channel KCNH2 (Homo sapiens), Q12809; dofetilide IC70 present; activation (rescue from dofetilide block), less the hit threshold, % at 10 µM; 0.51% of 310,000 active; AID 1511, 2009;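 active means activation above the mean of controls blocked by dofetilide plus 5 SD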;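 further: thallium influx through hERG after potassium depolarization seen as dye fluorescence rise; in these data hits start at about 4.7%; inactives centre near -7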
MrgX1 ag = agonists of human MrgX1 receptor, primary screen, HEK293 cells, Fluo-4 calcium flux. AID 588627, 2011. Mas-related G-protein coupled receptor member X1 (Homo sapiens), Q96LB2. B-score at 10 µM. Fluo-4 calcium fluorescence, agonist mode; active compounds read high. 0.44% of 310,000 active;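 active means calcium response B-score plate-corrected fluorescence ratio at least 3 library SD, with starting fluorescence B-score inside 5 SD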
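Test system: Stable human MrgX1 HEK293 cell line | Schedule: Overnight plating before 1 h dye loading | Read-out basis: Baseline-normalised fluorescence change ratio, B-scored | Detection: Kinetic calcium dye fluorescence, Fluo-4 NW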
ANO1 block = TMEM16A chloride channel inhibitors, primary screen, cell-based, HTS | HEK293 TMEM16A/YFP iodide influx fluorescence, ionomycin | normalized B-score (activity score, 25-100; higher = stronger inhibition) at 10 µM | Anoctamin-1 (Mus musculus), Q8BHY3 | 1.2% of 310,000 active;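 active means ratio plate-corrected score three or more library SD toward inhibition, starting fluorescence score within five deviations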;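 further: score derived from kinetic fluorescence span divided by baseline fluorescence per well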
KCNQ1 block = inhibitors of human KCNQ1 channel, primary screen, cell-based, thallium flux, high-throughput; Potassium voltage-gated channel subfamily KQT member 1 (Homo sapiens), P51787; CHO-K1 KCNQ1, FluxOR thallium flux fluorescence; active compounds read high; B-score at 10 µM; 1.3% of 310,000 active; AID 2642, 2010;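 active means compounds whose thallium flux B-score, printed positive for inhibition, exceeds three library SD while starting fluorescence stays within three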;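 further: channel opened by potassium depolarization with thallium stimulus after 20 min compound exposure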
RGS4 pot = RGS4 potentiators or activators, primary screen, cell-based, HEK293 M3R inducible RGS4, calcium flux; carbachol calcium flux Fluo4; active compounds read low; B-score at 10 µM; 0.92% of 310,000 active; AID 463111, 2010;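 active means B-score of the integrated calcium signal more than 4 SD below the library mean, with starting fluorescence not abnormally high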;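 further: negative B-score means reduced calcium response which marks RGS4 activation or potentiation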
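test system = M3R-expressing HEK293 line, RGS4 induced by doxycycline | probe or stimulus = carbachol at ECmax as muscarinic agonist stimulus | timing = dye loading 30 min 37 °C, buffer rest 30 min RT | signal = calcium dye Fluo4 fluorescence | evaluation = B score from integrated fluorescence ratio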
The depositor's hits bear a star; i = inactive; · = not tested or not shown.

SMILES	KCNK9 block	RGS4 block	MrgX1 allo act	KCNK3 inh	KCNQ1 act	ANO1 activ	hERG rescue	MrgX1 ag	ANO1 block	KCNQ1 block	RGS4 pot
Cc1cc(C)c2cc(CN(Cc3ccco3)C(=S)NCC3CCCO3)c(=O)[nH]c2c1 (stereo not drawn)	i	i	i	i	i	i	-22.0	i	i	i	i
Nn1c(SCc2ccccc2)nnc1-c1ccco1	i	i	i	i	i	i	-6.3	i	i	i	i
O=C(CSCc1ccc([N+](=O)[O-])cc1)NC1CCCCCC1	i	i	i	i	i	i	-0.8	i	i	i	i
CC(=O)c1cccc(NC(=O)Cn2c(=O)oc3cc(S(=O)(=O)N4CCCC4)ccc32)c1	i	i	i	i	i	i	-14.7	i	i	i	i
COc1ccc(CNC(=O)[C@H](CCSC)NC(=O)N2CCn3c2nc2ccccc23)cc1	i	i	i	i	i	i	-7.2	i	i	i	i
COc1ccccc1Nc1nc(-c2c(C)[nH]c3ccccc23)cs1	·	·	i	i	·	i	·	i	i	·	·
COc1ccc(NC(=O)Cn2nc(Cc3cccnc3)c3ccccc3c2=O)cc1OC	i	i	i	i	i	i	-12.8	i	i	i	i
COc1cc(OC)cc(-n2nnnc2SCC(=O)Nc2ccc(C(C)=O)cc2)c1	i	i	i	i	i	i	-6.7	i	i	i	i
CC(=O)c1cc(C(=O)Nc2ccc(C(=O)O)cc2)oc1C	i	i	i	i	i	i	-8.8	i	i	i	i
CCN1CC(CN(C)Cc2nc(-c3ccc(C(F)(F)F)cc3)no2)CC1=O (stereo not drawn)	i	i	i	i	i	i	-6.3	i	i	i	i

Entries of single compounds, looked up by structure. Screens in order: KCNK9 block | RGS4 block | MrgX1 allo act | KCNK3 inh | KCNQ1 act | ANO1 activ | hERG rescue | MrgX1 ag | ANO1 block | KCNQ1 block | RGS4 pot
Shown for COc1cc(OC)cc(-n2nnnc2SCC(=O)Nc2ccc(C(C)=O)cc2)c1 : i | i | i | i | i | i | -6.7 | i | i | i | i
Shown for COc1ccccc1Nc1nc(-c2c(C)[nH]c3ccccc23)cs1 : · | · | i | i | · | i | · | i | i | · | ·
Shown for Nn1c(SCc2ccccc2)nnc1-c1ccco1 : i | i | i | i | i | i | -6.3 | i | i | i | i

Next entries follow:
SMILES	KCNK9 block	RGS4 block	MrgX1 allo act	KCNK3 inh	KCNQ1 act	ANO1 activ	hERG rescue	MrgX1 ag	ANO1 block	KCNQ1 block	RGS4 pot
Cc1ccc(S(=O)(=O)N2CCN(c3ccccn3)CC2)cc1	i	i	i	i	i	i	-5.2	i	i	i	i
COc1ccc(NS(=O)(=O)c2cccc(C(=O)N/N=C/c3cccs3)c2)cc1	i	i	i	i	i	i	-3.0	i	i	i	i
O=C(Nc1cccc(S(=O)(=O)N2CCOCC2)c1)c1c2c(nc3ccccc13)CCC2	i	i	i	i	i	i	-3.5	i	i	i	i
Cc1ccn2c(=O)c(NC(=O)c3cccc4ccccc34)c(C)nc2c1	i	i	i	i	i	i	-18.1	i	i	i	i
CCOC(=O)c1c(C)[nH]c(C)c1S(=O)(=O)N1CCOCC1	i	i	i	i	i	i	-4.0	i	i	i	i
CNc1nc(C)c(C#N)cc1C(C)=O	i	i	i	i	i	i	-10.9	i	i	i	i
CC(=O)c1cccc(N(CC(=O)NCCc2ccccc2)C(=O)c2csnn2)c1	i	i	i	i	i	i	-1.7	i	i	i	i
CC(OC(=O)c1ccc(O)cc1)C(=O)Nc1cc(C(F)(F)F)ccc1Cl (stereo not drawn)	-10.6*	i	i	-9.81*	i	i	-20.6	i	25*	6*	i
c1ccc2c(c1)CC(N1CCCCC1)c1ccccc1S2 (stereo not drawn)	i	i	i	i	i	i	-7.6	i	i	i	i
Cc1nnc(NCc2ccccc2)c2ccccc12	i	i	i	i	i	i	-3.5	i	i	i	i
CN(Cc1nc(-c2ccccn2)no1)S(=O)(=O)c1ccc(Cl)cc1	i	i	i	i	i	i	-8.6	i	i	i	i
CC(=O)N(c1cccc(C)c1)C1SC(=O)N(c2ccccc2)C1=O (stereo not drawn)	i	i	i	i	i	i	-13.3	i	i	i	i
Clc1ccc(C2=NCCn3nc4ccccc4c32)cc1	i	i	i	i	i	i	-8.6	i	i	i	i
CN(Cc1ccccc1)Cc1nc2c([nH]1)c(=O)[nH]c(=O)n2C	i	i	i	i	i	i	-18.6	i	i	i	i
CNCC(O)Cn1c(C(F)(F)F)nc2ccccc21 (stereo not drawn)	i	i	i	i	i	i	-5.2	i	i	i	i
COc1cc2c(cc1OC)-c1cc(NC3CC3)nc(=O)n1CC2	i	i	i	i	i	i	-5.5	i	i	i	i
Nc1ncnc(Nc2cc(Cl)cc(Cl)c2)c1[N+](=O)[O-]	i	i	i	i	i	i	-4.9	i	i	i	i
Cc1ccc(C(=O)Cn2ncsc2=N)cc1	i	i	i	i	i	i	-5.7	i	i	i	i
C/C(=N\NC(=O)c1ccc(N/N=C(\C)c2ccncc2)cc1)c1ccncc1	i	i	i	i	i	i	-9.5	i	i	i	i
N#C/C(=C(/O)COC(=O)CCc1ccc(S(=O)(=O)N2CCOCC2)cc1)c1nc2ccccc2[nH]1	i	i	i	i	i	i	2.0	i	i	i	i
Cc1cccc(NC(=O)C2CC(=O)OC23CCCC3)c1 (stereo not drawn)	i	i	i	i	i	·	-6.7	i	i	i	i
CCN(CC)CCCNC(=O)CNC(=S)N(CCCN1CCOCC1)Cc1cccs1	i	i	i	i	i	i	-22.3	i	i	i	i
CC(=O)N(C1CC(C)C(C#N)(C#N)C1(C#N)C#N)N(C)C (stereo not drawn)	i	28.4*	i	i	i	i	-10.8	i	i	i	i
CCc1nc(Nc2ccccc2)c2oc3ccccc3c2n1	i	i	i	i	i	i	-14.1	i	i	i	i
Cc1ccc(CS(=O)Cc2ccc(C(=O)NCc3ccc(OC(C)C)cc3)o2)cc1 (stereo not drawn)	i	i	i	i	i	i	-6.7	i	i	i	i
CC(=O)NC1C(Oc2cccc(C)c2)OC2COC(c3ccco3)OC2C1O (stereo not drawn)	i	i	i	i	i	i	-5.3	i	i	i	-7.34*
CCc1cccc(C)c1NC(=O)C(c1ccc(O)cc1)N1CCC1=O (stereo not drawn)	i	i	i	i	i	i	-6.5	i	i	i	i
Fc1ccccc1N1CCN(c2ncnc3nc[nH]c23)CC1	i	i	i	i	i	i	-6.6	i	i	i	i
CC(=O)NC(=S)NNC(=O)C(c1ccccc1)c1ccccc1	i	i	12.1*	i	i	i	-6.0	i	i	i	i
O=C(Nc1ccc(Cl)cc1)C1=Cc2cc(Cl)ccc2OC1	i	i	i	i	i	i	-1.8	i	i	i	i
O=C(Nc1ccc(Br)cc1C(=O)O)c1ccc2c(c1)C(=O)N(Cc1ccccc1)C2=O	i	i	i	i	i	i	-11.3	i	i	i	i
COc1ccc(-c2cc3c(nn2)-c2ccccc2C3=O)cc1	i	i	i	i	i	i	-3.8	i	i	i	i
CC(C)N(C(=O)Cn1c(SCC(=O)N2CCN(c3ccccc3)CC2)nc2ccccc21)C(C)C	i	i	i	·	i	·	-3.9	i	i	i	i
CCOC(=O)c1ccc(NC(=O)C2COc3ccccc3O2)cc1 (stereo not drawn)	i	i	i	i	i	i	-10.2	i	i	i	i
CC(OC(=O)CN1C(=O)NC2(CCCC2)C1=O)C(=O)Nc1cccc(Cl)c1 (stereo not drawn)	i	i	i	i	i	i	-13.5	i	i	i	i
Cc1ccc(S(=O)(=O)N2CC=C(c3c(C)n(C)c4ccccc34)CC2)cc1	i	i	i	i	i	i	-14.6	i	i	i	i
CCOC(CNC(=O)c1cccn2c(=O)c3cc(Cl)ccc3nc12)OCC	i	i	i	i	i	i	-11.6	i	i	i	i
COc1ccc(NC2CCCN(C(=O)CN3C(=O)c4ccccc4C3=O)C2)cc1OC (stereo not drawn)	i	i	i	i	i	i	-5.9	i	i	i	i
O=C(Cc1ccccc1[N+](=O)[O-])NCCCc1ccccc1	i	i	i	i	i	i	-5.6	i	i	i	i
O=c1cnnc(Nc2ccccc2)[nH]1	i	i	i	i	i	i	-5.2	i	i	i	i
Cc1c(F)cccc1NS(=O)(=O)c1ccc2c(c1)n(C)c(=O)c(=O)n2C	i	i	i	i	i	i	-4.0	i	i	i	i
O=C1c2ccccc2C(O)N1Cc1cccs1 (stereo not drawn)	i	i	i	i	i	i	-10.7	i	i	i	i
Cc1ccc2cc(/C=N/Nc3nc4ccccc4[nH]3)c(Cl)nc2c1	i	i	·	i	i	i	-8.9	·	·	i	i
Cc1ccc(C(=O)O/N=C(\N)c2ccccn2)c(C)c1	i	i	i	i	i	i	-7.3	i	i	i	i
Cc1cc(-c2csc3nc[nH]c(=S)c23)cc(C)c1C	i	i	i	i	45*	i	8.1*	i	i	i	i
CC(=O)Nc1cc(C)nn1-c1nc(C)cc(C)n1	i	i	i	i	i	i	-5.5	i	i	i	i
COC(=O)CCCc1nc2ccccc2s1	i	i	i	i	i	i	-9.3	i	i	i	i
CC(C)C(=O)N1CCC2(CC1)Oc1ccc(F)cc1C(=O)C21CC(c2ccccc2)=NO1 (stereo not drawn)	i	i	i	i	i	i	-9.0	i	i	i	i
Cc1cccc2c1N1C(=O)c3c(C(=O)O)cccc3C1CC2C (stereo not drawn)	i	i	i	i	i	i	-9.9	i	i	i	i
CCOc1ccc(CCNC(=O)Cn2nc(C)c3c(C)n(-c4ccccc4)nc3c2=O)cc1	i	i	i	i	i	i	-6.2	i	i	i	i

Source: PubChem
